Source: PubChem
D1 potentiator = human D1 dopamine receptor positive modulation | actives 0.036% (n = 360,000) | P21728 | HEK293 TREx D1 cells, calcium flux, dopamine EC20 potentiation | potentiation, % at 10 µM; in the data active = potentiation above about 30%; note: 0% is about no effect
Target sequence (P21728 whole entry, looked up): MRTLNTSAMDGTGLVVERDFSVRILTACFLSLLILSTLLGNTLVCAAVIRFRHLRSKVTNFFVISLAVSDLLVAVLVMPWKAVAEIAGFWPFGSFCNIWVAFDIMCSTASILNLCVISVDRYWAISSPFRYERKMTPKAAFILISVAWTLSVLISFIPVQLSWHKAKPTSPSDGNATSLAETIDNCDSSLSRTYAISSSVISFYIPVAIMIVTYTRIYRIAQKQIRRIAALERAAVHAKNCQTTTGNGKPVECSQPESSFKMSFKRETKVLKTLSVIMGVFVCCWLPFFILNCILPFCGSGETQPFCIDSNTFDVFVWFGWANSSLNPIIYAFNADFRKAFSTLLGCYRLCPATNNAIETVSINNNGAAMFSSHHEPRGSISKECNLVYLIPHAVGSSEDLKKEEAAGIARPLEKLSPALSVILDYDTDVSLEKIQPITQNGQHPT
RXFP1 ag = activates the human relaxin receptor RXFP1 | Q9HBX9 | HEK293T-RXFP1 cAMP TR-FRET, 30 min; response scale: percent of porcine relaxin response, buffer zero | Potency, µM (highest dose often 57.5 µM), without a hit: at the highest dose activation, actives largely listed as activators | actives 0.3% (n = 370,000) | AID 2676; note: potency is the fitted concentration of half-maximal effect; % is set by controls: 0 for no effect and ±100 for the full control effect; nearly all actives have a fitted effect of over 60% in size; many of its hits are not listed in these tables
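HEK293 cells stably expressing RXFP1, treated 30 min at 37C with compounds plus PDE4 inhibitor Ro 20174; cAMP measured by HTRF TR-FRET. Normalized to buffer and 29 nM porcine relaxin; EC50 by Hill fit.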
D1 antag = blocks dopamine activation of the human D1 receptor | P21728 | HEK293 TREx D1 cells, calcium flux, dopamine EC80; hits give low values | activity change, negative = inhibition, % at 10 µM | actives 3.2% (n = 360,000) | AID 504652; in the data active = activity change below about -30%; note: % is set by controls: 0 for no effect and ±100 for the full control effect
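Cells carrying a force-coupled, tetracycline-inducible human D1 receptor report calcium flux. Each well gets a 10 s baseline, compound with 180 s monitoring, then an EC80 dopamine stimulus with a second 180 s kinetic read.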
Vif-APOBEC3F blk = inhibitors of Vif-A3F interaction | HeLa A3F-eYFP + Vif (tagged APOBEC3F with the HIV-1 protein that degrades it), YFP fluorescence increase | Potency, µM (highest dose often 46.1 µM), for the others: top-dose activity, negative = active | actives 0.2% (n = 390,000) | AID 602313; note: potency is the fitted concentration of half-maximal effect; % of control where 0% means no effect; nearly all actives have a fitted effect of over 65% in size
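HeLa cells stably expressing Vif plus C-terminally eYFP-tagged A3F were seeded, incubated overnight at 37 deg C, dosed with compound, incubated overnight again at 37 deg C. Yellow fluorescence (Ex 488/Em 500-530) reported blocked Vif-mediated A3F-eYFP degradation.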
Vif-A3G inh = Vif-A3G binding inhibition. Q9HC16. HeLa A3G-eYFP + Vif (tagged APOBEC3G with the HIV-1 protein that degrades it), YFP fluorescence, overnight. Potency, µM (titrated, usually from 46.1 µM), for the others: at the highest dose activity, negative = active, actives largely listed as inhibitors. actives 0.076% (n = 410,000). AID 602310;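 note: potency is the fitted concentration of half-maximal effect; % is set by controls: 0 for no effect and ±100 for the full control effect; nearly all actives have a fitted effect of over 60% in size; hits raise eYFP signal because A3G escapes Vif-driven loss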
Target sequence (Q9HC16 whole entry, looked up): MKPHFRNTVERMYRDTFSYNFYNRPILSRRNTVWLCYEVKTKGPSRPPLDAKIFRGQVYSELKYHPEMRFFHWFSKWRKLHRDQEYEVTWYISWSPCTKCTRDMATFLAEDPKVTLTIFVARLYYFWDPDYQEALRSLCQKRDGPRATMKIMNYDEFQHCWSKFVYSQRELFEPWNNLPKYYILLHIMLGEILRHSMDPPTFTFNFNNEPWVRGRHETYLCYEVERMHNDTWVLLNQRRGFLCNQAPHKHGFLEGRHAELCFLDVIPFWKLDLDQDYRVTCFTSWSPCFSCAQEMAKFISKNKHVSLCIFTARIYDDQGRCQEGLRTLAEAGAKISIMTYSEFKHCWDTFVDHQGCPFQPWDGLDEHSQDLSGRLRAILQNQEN
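HeLa cells stably expressing Vif and C-terminally eYFP-tagged A3G, seeded overnight at 37 deg C, then exposed to compound by pintool overnight at 37 deg C. Rise in yellow fluorescence (Ex 488/Em 500-530, Acumen) marks blocked Vif-driven A3G degradation.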
D1 ag = human D1 receptor agonism; P21728; HEK293 T-REx D1 cells, calcium flux, agonist mode; activation, % at 2 µM; actives 1% (n = 360,000); AID 504660; in the data active = activation above about 30%; note: 0% is about no effect
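Inducible HEK293 T-REx D1 cells, force-coupled to calcium signalling, were plated at 4000 cells/well with tetracycline and held overnight at 30 C. After no-wash calcium dye loading, compound-evoked calcium rise over 180 s flagged agonists.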
GRP78 ERSR act = induces the endoplasmic reticulum stress response in human glioma cells. U87-MG GRP78 promoter luciferase reporter, 16 h. actives 0.02% (n = 420,000). Potency, µM, for the others: at the top dose activation, most hits filed as activators. AID 602332; note: potency is the fitted concentration of half-maximal effect; series mostly up to about 76 µM; % of control where 0% means no effect; nearly all actives have a fitted effect of over 35% in size
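Stably transfected U87-MG human glioma cells carrying a GRP78-based luminescent sensor were seeded at 1000 cells/well, pin-dosed with compounds and incubated 16 h. Luciferase reagent was then added, and end-point luminescence was read after 10 min at room temperature.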
RXFP1 antag = blocks the human relaxin receptor RXFP1 | activity change, negative = inhibition, % at 57.5 µM | Q9HBX9 | actives 0.59% (n = 350,000) | AID 1259400 | HEK293-RXFP1, relaxin-stimulated cAMP HTRF, 30 min; hits give low values;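 active = activity change of -60% or lower, but not beyond a set lower limit; inconclusive = change between -60% and -40%, or beyond the set limit; inactive = change above -40%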; note: % is set by controls: 0 for no effect and ±100 for the full control effect
D2 potentiator = positive allosteric modulators of human D2 dopamine receptor. P14416. HEK293 T-REx D2, calcium flux, EC20 dopamine potentiation. potentiation, % at 10 µM. actives 0.34% (n = 340,000);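 active = potentiation over 3 SD above the plate norm, cut at about 30% in these data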; note: 0% is about no effect
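Primary screen. Calcium kinetics in induced HEK293 T-REx D2 cells: compound pre-addition 180 s, EC20 dopamine, 180 s more.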
The depositor's hits bear a star; u = inconclusive; x = no result given; & = joins results of further samples. Unless noted, calls come from the whole dose curve; as a rule, active = well fitted curve in the direction sought with a large enough effect; inconclusive = small, poorly fitted or top-dose-only effect, or another doubt; inactive = no such curve, though single readings can be large; an effect the other way counts as inactive or inconclusive. An excerpt. The share of hits here may be higher or lower than overall.

SMILES	D1 potentiator	RXFP1 ag	D1 antag	Vif-APOBEC3F blk	Vif-A3G inh	D1 ag	GRP78 ERSR act	RXFP1 antag	D2 potentiator
CS(=O)(=O)NCCCCCCNS(C)(=O)=O	2	-0.7%	21	0%	2%	-4	-3%	-7	-3
Cc1ccc(NC(=O)CN2C(=O)CCc3ccccc32)cc1C	0	-2.3%	-5	-13%	2%	2	-2%	6	0
O=[N+]([O-])c1ccc2c(c1)/C(=N\O)c1ccccc1-2	-7	3.7%	6	-7%	2%	2	-1%	-20	11
Cc1ccc(-n2c(SCC(=O)Nc3ncc(Cl)cc3Cl)nc3ccccc32)cc1	4	0.6%	39	14%	-6%	8	-6%	-14	18
Cc1cccc(-c2nnc3n2N=C(c2ccc(Br)cc2)CS3)c1	-4	1.6%	14	-8%	0%	4	-3%	-10	1
COc1c(NC(C)=O)c2ccccc2c2ccccc12	-5	0.7%	1	-16%	-2%	-1	-1%	-1	-3
O=[N+]([O-])c1ccc(S(=O)(=O)NNC(=S)NCCc2ccccc2)cc1	-1	-2.6%	-2	-14%	3%	1	-2%	1	7
CCCN1CCn2c3c(c4cc(Br)ccc42)CCCC31 (stereo not drawn)	-2	2.6%	15	-13%	3%	2	1%	-5	-3
COC(=O)c1c(NC(=O)CSc2nnc(-c3ccco3)n2C)sc(C)c1C	-1	0.9%	4	1%	-2%	2	-2%	0	15
COc1ccccc1N(C)S(=O)(=O)c1ccc(C(=O)N(CC(N)=O)C(C)C)cc1	-3	-1.7%	14	-1%	2%	0	-1%	0	2
COc1cccc(/C=N/n2c(COc3ccccc3)n[nH]c2=S)c1O	0	2.1%	-6	-4%	0%	1	-4%	-3	6
CCOC(=O)C1CCN(C(=O)c2ccc3c(=O)n4nc(Nc5ccccc5)sc4nc3c2)CC1	0	10%	-22	1%&1%	-4%&2%	0	-4%&-2%	4&0	13
O=C(CN1CCCCCC1)Nc1c(Cl)cc(Cl)cc1Cl	2	-1.0%	11	1%	-1%	0	1%	0	-1
COC(=O)c1cn(NC(=O)C2CCC(C(C)(C)C)CC2)c(=O)c2ccccc12 (stereo not drawn)	-1	-1.7%	29	-10%	1%	3	-7%	-2	2
O=C(Cc1ccccc1)Nc1sc2c(c1C(=O)Nc1ccccc1Cl)CCC2	-1	2.7%	7	4%	-5%	0	-3%	-1	x
Cc1ccn(C(=O)c2cc3c(C)nn(-c4ccccc4)c3s2)n1	7	23%	15	-4%	-3%	3	-2%	-2	11
CCOc1cc(OCC)cc(C(=O)Nc2cccnc2)c1	-2	-0.1%	-7	-15%	-4%	3	-3%	9	-9
O=c1ccc2c([nH]1)CCCCCCCCCC2	-1	-0.5%	13	0%	-8%	-1	-1%	-13	-5
CCOC(=O)c1cccc(NC(=O)CSc2nc(N)cc(N)n2)c1	-8	0.0%	4	-6%	-1%	2	-2%	7	13
COc1cccc(/C=N/NC(=O)CSc2nnc(C)n2-c2ccccc2)c1OC	-8	1.3%	16	-1%	1%	-1	2%	-10	-4
Cc1[nH]nc(SCC(=O)NCc2ccc(F)cc2)c1[N+](=O)[O-]	-6	0.4%	-40*	5%	0%	-1	-1%	-10	-3
Cc1nn(Cc2ccc(Cl)cc2)c(C)c1NC(=O)CSc1n[nH]c(C)c1[N+](=O)[O-]	-8	0.5%	17	-1%	-1%	-1	-4%	x	-4
CC(=O)/C(=C(/O)c1ccccc1)c1nc2ccccc2[nH]1	-1	0.6%	4	4%	0%	2	-3%	-16	4
CCN1C(=O)[C@H]2[C@@H](c3ccc(-c4ccc(Cl)c(Cl)c4)cc3)N[C@@](C)(C(=O)OC)[C@H]2C1=O	3	0.6%	0	2%	-7%	4	-2%	x	-5
CCCc1nc(SCC(=O)N2c3ccccc3CC2C)c2c(C)c(C)sc2n1 (stereo not drawn)	5	u	6	-1%	-1%	0	-4%	6	9
COc1ccc(NC(=O)CSc2nnc(NC(=O)c3ccc(S(=O)(=O)N4CCOCC4)cc3)s2)cc1	0	-1.5%	5	3%	-1%	3	-1%	x	4
COc1cccc(N2CCN(CC(=O)Nc3nc(C)c(C(=O)N(C)C)s3)CC2)c1	-1	-0.1%	-4	-1%	3%	2	-3%	2	-4
CC(=O)Nc1cccc(NC(=O)NC2CC(=O)N(c3ccc4c(c3)OCCO4)C2)c1 (stereo not drawn)	x	x	x	1%	-3%	x	-3%	4	x
Cn1c(SCc2ccccn2)nnc1-c1ccccc1	-3	-0.4%	10	2%	-7%	4	2%	4	12
COc1ccc(C2(OC)Oc3cc(OC)ccc3C(=O)C2(O)OC)cc1 (stereo not drawn)	x	x	x	13%	-11%	x	-1%	-8	x
CCCN(CCC)CC(O)Cn1cc(/C=C/C(=O)c2ccc(Br)cc2)c2ccccc21 (stereo not drawn)	-3	1.6%	-13	u	-4%	33*	-2%	x	x
COc1ccc(C/C(N)=N/OC(=O)c2ccco2)cc1OC	3	-1.4%	-6	-3%	1%	1	2%	-6	-7
COc1cccc(-c2csc(N3CCN(C(=O)C4CCCCC4)CC3)n2)c1	0	1.0%	-6	6%	-3%	1	3%	-9	-3
Cc1cc(C)nc(NC(=O)C2c3ccccc3Oc3ccccc32)n1	-4	-0.4%	17	1%	-1%	1	-1%	-1	0
Cc1ccc(S(=O)(=O)N2CCN(Cc3cc(C(C)(C)C)ccc3O)CC2)cc1	-6	0.2%	0	1%	0%	6	3%	-9	-8
CCOc1ccc(NC(=O)NC2CCS(=O)(=O)C2)cc1 (stereo not drawn)	0	-0.1%	-15	-3%	-3%	4	-2%	-6	-10
S=C(NC1CC1)N1CCc2ccccc2C1	-6	0.3%	x	3%	0%	0	1%	6	-5
c1ccc(-c2csc(Cc3nnc4n3CCCCC4)n2)cc1	4	0.9%	-17	-2%	1%	4	-1%	0	-3
CC(=O)NCCc1nc2ccccc2n1Cc1ccc(Cl)cc1	-3	1.3%	5	-1%	0%	3	-3%	1	-7
CC(C)c1ccccc1NC(=O)CC1(CC(=O)O)CCCC1	-4	-0.2%	-14	6%	-3%	2	-2%	-4	13
O=C(NCc1ccccc1)N1CCN(c2ccc(Cl)c(Cl)c2)CC1	-3	2.5%	-24	-9%	-19%	9	-10%	1	2
C/C(=C\C(=O)c1ccc(C)cc1)Nc1ccc(N2CCOCC2)cc1	-1	0.5%	7	x	x	1	x	x	12
Cc1ccc(C2(C)NC(=O)N(CC(=O)NCCN3C(=O)S/C(=C\c4cccnc4)C3=O)C2=O)cc1 (stereo not drawn)	x	x	x	2%	2%	x	-5%	-10	x
O=[N+]([O-])c1ccc(S(=O)(=O)N/N=C/c2ccc3c(c2)OCO3)cc1	-5	1.0%	-7	2%	0%	-1	-1%	3	5
O=C1C(=NO)CCc2ccccc21	x	x	x	-1%	-6%	x	-11%	2	x
O=C(Nc1ccccc1)N1CCN(c2ncccn2)CC1	0	-0.7%	4	-6%	6%	1	6%	3	6
CN(CC(=O)NCc1ccc(F)cc1)S(=O)(=O)c1ccc2[nH]c3c(c2c1)CCCC3	-1	0.7%	-10	-5%	-3%	1	-4%	-11	3
CCOCCCNCc1cn(-c2ccc(F)cc2F)nc1-c1ccccc1C	-3	-0.6%	13	1%	-1%	5	-4%	0	-21
COc1ccc(OCC(=O)N/N=C(\C)c2ccc(OC)cc2)cc1	-6	0.6%	-9	1%	1%	0	0%	3	-4
COc1ccc(C)cc1NC(=O)C(=O)NCc1ccncc1	0	-1.0%	-3	-11%	-8%	2	-2%	-16	-4

Look-ups from above:
In D1 potentiator, C/C(=C\C(=O)c1ccc(C)cc1)Nc1ccc(N2CCOCC2)cc1 has the entry -1
In Vif-A3G inh, CN(CC(=O)NCc1ccc(F)cc1)S(=O)(=O)c1ccc2[nH]c3c(c2c1)CCCC3 has the entry -3%

Further structures follow.
SMILES	D1 potentiator	RXFP1 ag	D1 antag	Vif-APOBEC3F blk	Vif-A3G inh	D1 ag	GRP78 ERSR act	RXFP1 antag	D2 potentiator
O=C(O)c1c[nH]c2c([N+](=O)[O-])cccc2c1=O	x	x	x	-4%	1%	x	-5%	1	x
COc1ccc(CN(C(=O)c2cnccn2)C(C(=O)Nc2ccc(F)cc2)c2ccccc2)cc1 (stereo not drawn)	1	0.8%	-4	-15%	0%	3	-6%	-5	-1
COc1ccc(NC(=O)CSc2ccc(-c3sc(C)nc3C)nn2)cc1OC	-2	2.9%	-25	-11%	-3%	3	1%	-9	7
O=c1cc(CSc2nnc(Nc3ccccc3)s2)nc2sccn12	1	0.0%	5	16%	1%	-4	-3%	1	3
CCN1CCN(CC(=O)Nc2nc3ccc(OC)cc3s2)CC1	0	0.2%	-8	-3%	-5%	2	-3%	-6	-4
CC(C)(C)C(=O)Nc1nnc(Cc2ccccc2)s1	1	-4.6%	-1	-3%	0%	0	0%	2	7
N#Cc1ccc(NC(=O)c2nc(-c3ccccc3)n(-c3ccccc3)n2)cc1	0	1.1%	5	-2%	3%	-1	-6%	-8	15
Fc1ccc(NC(=S)NCCN2CCOCC2)cc1	0	-0.7%	-7	10%	-1%	1	-1%	-6	7
Oc1ccc(Cc2ccccc2Cl)c(O)c1	x	x	x	8%	0%	x	3%	-26	x
CCCCc1cc(=O)oc2cc(OCC(=O)NCc3ccccn3)ccc12	1	-2.1%	-42*	-11%	0%	3	-4%	-6	-2
COC(=O)C/C(O)=C(/N=Nc1cccc(C(F)(F)F)c1)C(=O)OC	2	0.2%	1	2%	-1%	2	-4%	17	5
Cc1ccc(C)n1-c1ccc(N2CCOCC2)cc1	2	0.8%	-1	-4%	2%	-2	-8%	-8	10
Cn1c(CNC(=O)c2ccccc2F)nnc1SCc1nc2ccccc2c(=O)[nH]1	2	4.2%	6	x	x	2	x	x	-2
Nc1ccc(OCCCc2c(N)nc(N)nc2N)cc1	-10	3.2%	-5	-2%	-1%	1	-4%	-3	3
COc1cc(Cl)c(C)cc1NC(=O)CCc1c(C)nc2c3cccnc3nn2c1C	1	7.5%	11	4%	-3%	1	0%	-7	5
Cc1cccc(C(=O)OCC(=O)NC(C)CCc2ccccc2)c1O (stereo not drawn)	-8	0.9%	-19	2%	-4%	6	-2%	-9	-4
